High-throughput results: PubChem, several laboratories
Ba/F3 V617F tox: lowers viability of Ba/F3 cells expressing EpoR and JAK2V617F; AID 1446; ATP luminescence; actives 1.1% (n = 220,000); inhibition, % at 5.6 µM;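 active = inhibition above the campaign mean plus 3 SD over all tested compounds, cut at about 24% in these data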;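 also: cytokine-independent growth of Ba/F3 cells driven by EpoR plus mutant JAK2; 0% = DMSO-treated cells and 100% = JAK inhibitor I control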
BaF3 tox: reduces parental Ba/F3 cell viability, JAK2V617F counter-screen; CellTiter-Glo ATP luminescence; inhibition, % at 5.6 µM; actives 1.1% (n = 220,000);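 active = inhibition above a per-campaign cutoff, the mean inhibition of all tested compounds plus 3 SD, cut at about 27% in these data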;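 also: 0% = DMSO wells and 100% = JAK Inhibitor I control wells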
CHOP inh: CHOP inhibition in unfolded protein response; actives 3.8% (n = 220,000); CHO-K1 CHOP-promoter luciferase, tunicamycin-induced, 15-18 h; inhibition, % at 10 µM;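 active = compounds that reduced the stress-induced luciferase reporter signal by more than about 70% of percent inhibition, limit read from the data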;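 also: 0% = tunicamycin plus vehicle and 100% = wells without tunicamycin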
Wee1 degr inh: human Wee1 degradation inhibition, primary screen. P30291. HeLa Luc-Wee1K328M stability, luciferase luminescence; 100% = proteasome inhibitor MG132 effect. reporter increase, % at 5 µM. actives 1.2% (n = 220,000);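 active = activation above the mean of all tested compounds plus 3 SD, set per screening run, cut at about 8.8% in these data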;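 also: cells exposed to compound for 20 h before luminescence read; 0% = DMSO alone and 100% = MG132 at 30 µM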
Target sequence (P30291 whole entry K328M): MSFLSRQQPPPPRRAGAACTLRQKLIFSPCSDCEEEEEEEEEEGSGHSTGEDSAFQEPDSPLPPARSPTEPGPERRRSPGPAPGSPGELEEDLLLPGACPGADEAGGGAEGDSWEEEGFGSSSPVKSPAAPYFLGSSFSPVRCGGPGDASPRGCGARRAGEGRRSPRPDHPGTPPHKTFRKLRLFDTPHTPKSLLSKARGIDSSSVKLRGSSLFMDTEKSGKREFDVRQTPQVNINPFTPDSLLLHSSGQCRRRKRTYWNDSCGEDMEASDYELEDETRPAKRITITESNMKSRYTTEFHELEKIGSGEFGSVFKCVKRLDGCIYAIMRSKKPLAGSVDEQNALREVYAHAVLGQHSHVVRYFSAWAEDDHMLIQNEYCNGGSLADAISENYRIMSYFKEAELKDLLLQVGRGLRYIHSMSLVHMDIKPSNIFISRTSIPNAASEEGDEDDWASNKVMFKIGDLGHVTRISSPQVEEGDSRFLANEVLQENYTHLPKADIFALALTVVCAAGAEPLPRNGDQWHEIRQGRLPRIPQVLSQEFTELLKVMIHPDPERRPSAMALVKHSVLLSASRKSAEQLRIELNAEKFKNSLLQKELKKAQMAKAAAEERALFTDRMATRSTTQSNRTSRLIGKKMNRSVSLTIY
zfTRPN1 agonist: agonists of zebrafish TRPN1 channel; AID 1424; activation, % at 3 µM; actives 0.18% (n = 220,000); HEK293 zebrafish TRPN1-YFP, Fluo-8 calcium fluorescence; 100% = response to 87 µM carbachol;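 active = activation above its plate's cutoff, the mean activation of test wells on that plate plus 3 SD, cut at about 19% in these data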;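 also: 0% = DMSO alone and 100% = 87 µM carbachol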
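Material – zebrafish TRPN1-YFP in HEK293 cells · Doses – 3 µM single point · Schedule – dye 1 h 37 °C plus 30 min RT · Signal – Fluo-8 calcium fluorescence, excitation 470-495 nm, emission 515-575 nm · Read-out – % activation versus carbachol response · Control set – carbachol high, DMSO low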
PPC-1+TRAIL kill: compounds killing PPC-1 cancer cells with TRAIL present (potentiator screen, no TRAIL-free arm); PPC-1 cells + TRAIL, ATPLite viability luminescence; cell killing (% activity), % at 4 µM; actives 0.41% (n = 220,000);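 active = cell killing above 50% in the first pass at 4 µM, then a duplicate retest at 5 µM averaging 50% or more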;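 also: plate controls were cells with TRAIL plus DMSO for no effect and medium-only wells lacking cells for full effect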
TNF necrop inh: inhibitors of TNF-alpha induced necroptosis in Jurkat FADD-/- cells. activation (protection from cell death), % at 10 µM. AID 463075. Jurkat FADD-/- TNF necroptosis rescue, ATP luminescence, 24 h; 0 = TNF only, 100 = no-TNF cells. actives 0.068% (n = 220,000);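 active = activation, meaning protection from cell death, of at least 50% relative to plate controls; inactive = activation below 50%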;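 also: necroptosis triggered by 40 ng/mL TNF-alpha added together with compound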
RBBP9 inhibitor: inhibitors of human serine hydrolase RBBP9. O75884. AID 1515. recombinant RBBP9, FP-Rh probe fluorescence polarization. inhibition, % at 7.94 µM. actives 0.2% (n = 220,000);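 active = inhibition above the campaign mean of all tested compounds plus 3 SD, cut at about 14% in these data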;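 also: plate controls were DMSO wells with RBBP9 for no effect and wells lacking RBBP9 protein for full effect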
Target sequence (O75884 whole entry, looked up): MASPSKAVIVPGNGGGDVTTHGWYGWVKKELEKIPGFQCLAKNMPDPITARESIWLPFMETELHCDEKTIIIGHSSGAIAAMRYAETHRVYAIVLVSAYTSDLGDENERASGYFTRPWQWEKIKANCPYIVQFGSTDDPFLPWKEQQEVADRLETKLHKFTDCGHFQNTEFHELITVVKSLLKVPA
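System: RBBP9 protein / Quantity: 2.5 µM RBBP9 dispensing solution, before mixing / Also added: Serine-hydrolase probe FP-Rh, 375 nM pre-mixing / Dosing: 7.94 µM single dose, 0.794% DMSO / Timing: enzyme-compound preincubation 30 min, then probe labeling 45 min, 25 °C / Signal: FP readout at 525/598 nm / Controls: DMSO-treated enzyme wells and wells lacking RBBP9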
TRPML3 agonist: human mucolipin-3 channel agonism; HEK293 TRPML3-YFP, Fluo-8 calcium fluorescence; 100% = the carbachol control signal; actives 0.29% (n = 220,000); Q8TDD5; activation, % at 3 µM;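 active = activation above its plate's cutoff, the mean activation of the plate's test wells plus 3 SD, cut at about 12% in these data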;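 also: 0% = DMSO only wells and 100% = carbachol wells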
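Material: TRPML3-YFP stable HEK293 cells | Dosing: One concentration, 3 µM nominal, 0.3% DMSO | Timing: 125 s total fluorescence read per well | Technique: Fluo-8 calcium dye fluorescence, ex 470-495, em 515-575 nm | Measure: Percent activation from peak-to-basal fluorescence ratio, scaled between DMSO and carbachol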
Numbers without * were called inactive; / = not tested or not shown.

SMILES	Ba/F3 V617F tox	BaF3 tox	CHOP inh	Wee1 degr inh	zfTRPN1 agonist	PPC-1+TRAIL kill	TNF necrop inh	RBBP9 inhibitor	TRPML3 agonist
CC(C)(C)NC(=O)C1Cc2ccccc2CN1 (stereo not given)	3	4	16	0	1.1	-9	0.1	-3	0.8
CCOC(=O)C1(CCc2ccccc2)CCN(C(=O)CCc2cnccn2)CC1	-2	3	-22	2	0.7	-6	-0.4	-8	1.4
Cc1onc(-c2c(F)cccc2Cl)c1C(=O)Nc1c(C)n(C)n(-c2ccccc2)c1=O	-1	0	30	0	0.4	5	0.8	-5	0.2
Cc1cccc(OCCC(=O)Nc2c(C)n(C)n(-c3ccccc3)c2=O)c1	4	5	-38	5	1.5	14	0.8	-8	-0.1
O=C(O)COc1ccc(/C=N/Nc2nc(Nc3ccccc3)nc(N3CCCCC3)n2)cc1	-5	-1	0	-1	-1.2	18	2.2	3	0.9
CCOC(=O)c1c(NC(=O)C[n+]2ccc(N(C)C)cc2)sc(C)c1C	29*	35*	6	-2	0.1	3	0.1	-6	0.1
CCOC(=O)N1CCN(C2=CC(=O)OC23CCCCC3)CC1	4	8	-35	1	1.0	-14	-2.4	-4	0.6
COC(=O)C1=C(C)NC(C)=C(C(=O)OC)C1C(=O)OCCN1C(=O)c2ccccc2C1=O	3	4	7	-3	0.8	0	-2.5	-9	1.4
O=C(COc1ccccc1[N+](=O)[O-])OCC(=O)N1CCC(Cc2ccccc2)CC1	0	6	18	2	0.6	30	2.2	-2	0.7
Cc1c(NC(=O)CC(C)C)c(=O)n(-c2ccccc2)n1C	1	5	3	0	2.1	0	1.0	-3	0.6
CCN1CCCC1CNC(=O)C1CCCN(S(=O)(=O)c2cccc3nsnc23)C1 (stereo not given)	-1	5	21	0	0.9	14	1.2	-5	0.8
Cc1ccc(NC(c2ccccc2)c2nc3ccccc3[nH]c2=O)cc1 (stereo not given)	-6	-2	102*	0	0.2	17	3.3	-3	0.2
CCOc1ccc(-n2c(Cc3ccccc3)nnc2SCc2c(C)noc2C)cc1	4	9	4	0	-0.3	-2	1.0	-2	-0.6
CN1CCN(c2ccccc2NC(=O)c2c(F)cccc2F)CC1	-2	4	6	-2	0.3	5	2.2	-5	1.4
COC(=O)c1cc(N2CCNCC2)nc2ccccc12	0	-2	20	-4	1.3	13	1.5	4	0.7
CSc1cccc(NC(=O)/C=C/c2ccccc2)c1	-4	1	51	-1	0.4	25	-3.4	-13	0.4
Cc1ccc(S(=O)(=O)N2CCC(=O)N(CCOC(=O)Nc3ccc(C)c(C)c3)CC2)cc1	-1	5	16	1	0.8	17	0.6	-7	0.7
O=C(O)COc1ccccc1-c1ccccc1	1	3	4	1	-0.9	22	-0.2	1	0.0
Cc1c(Cl)cccc1NC(=O)CCCn1nc([N+](=O)[O-])cc1C	6	9	18	15*	0.5	8	0.6	0	0.1
CN(C)S(=O)(=O)N(CC(=O)NCCSCc1ccc(Cl)cc1)c1ccccc1	-2	5	17	0	-0.6	-16	1.2	3	1.0
N#CCSc1n[nH]c2nc3c(c(=O)n12)C1(CCCC1)Cc1ccccc1-3	-2	4	6	1	-0.5	-4	0.8	-7	0.8
C=CCOc1c(CNC2CCCC2)cc(Cl)cc1OC	2	7	-10	-2	-0.3	9	1.5	4	0.8
COc1cc(OC)cc(-c2nc(N)n[nH]2)c1	1	5	9	2	0.7	-5	-1.3	-1	0.7
CCOc1ccccc1OCCCC(=O)NC1CCCc2ccccc21 (stereo not given)	-2	0	9	4	-1.5	18	-0.6	-3	-0.7
O=C(CS(=O)(=O)c1ccccc1)NC1CCCCC1	2	6	3	3	0.0	24	0.0	2	0.7

Rewritten as labelled records: 2 of the compounds above
CCOC(=O)N1CCN(C2=CC(=O)OC23CCCCC3)CC1
- Ba/F3 V617F tox: 4
- BaF3 tox: 8
- CHOP inh: -35
- Wee1 degr inh: 1
- zfTRPN1 agonist: 1.0
- PPC-1+TRAIL kill: -14
- TNF necrop inh: -2.4
- RBBP9 inhibitor: -4
- TRPML3 agonist: 0.6

COC(=O)C1=C(C)NC(C)=C(C(=O)OC)C1C(=O)OCCN1C(=O)c2ccccc2C1=O
- Ba/F3 V617F tox: 3
- BaF3 tox: 4
- CHOP inh: 7
- Wee1 degr inh: -3
- zfTRPN1 agonist: 0.8
- PPC-1+TRAIL kill: 0
- TNF necrop inh: -2.5
- RBBP9 inhibitor: -9
- TRPML3 agonist: 1.4

The listing continues.
SMILES	Ba/F3 V617F tox	BaF3 tox	CHOP inh	Wee1 degr inh	zfTRPN1 agonist	PPC-1+TRAIL kill	TNF necrop inh	RBBP9 inhibitor	TRPML3 agonist
Cc1cccc(-n2ncc(C#N)c2N)c1	2	5	9	3	0.1	-4	-0.2	0	0.3
COc1ccc2nc(COC(=O)c3cccc([N+](=O)[O-])c3)c(C(C)=O)[n+]([O-])c2c1	2	3	6	-1	-0.2	-4	0.0	-9	-0.4
COc1ccc2oc(=O)c(-c3csc(Nc4cccc(O)c4)n3)cc2c1	-1	5	0	-2	-0.3	12	0.5	1	0.3
COc1ccc(CNC(=O)CN2C(=O)CC(c3ccccc3)=Nc3ccccc32)cc1	1	8	14	-2	0.3	-8	0.3	2	0.2
COc1ccc(/C(C)=N/NC(=O)c2ccccc2N)cc1	-1	4	-17	7	-0.2	13	-1.3	-12	-0.2
CSc1cccc(CN2CCN(CCc3ccccc3)C(CCO)C2)c1 (stereo not given)	0	1	24	5	-0.9	-8	1.6	-10	1.0
COc1ccc(/C=C2\CCCC(C(=O)C(F)(F)F)=C2O)cc1OC	-1	3	-30	-1	-1.2	/	7.7	-4	0.2
COc1ccccc1C(N)=S	2	3	-10	4	0.1	12	-1.1	2	0.8
Cc1cc(SCC(=O)Nc2ccccc2)n2ncc(-c3ccccc3)c2n1	-6	0	28	0	1.7	-3	14	-17	4.8
Cc1ccc(OCC(=O)N/N=C\c2cn(C)c3ccccc23)c([N+](=O)[O-])c1	0	0	34	-1	-1.6	16	-5.4	-8	0.2
O=c1nc2ccccc2c2n1CC(CN1CCN(c3ccc(F)cc3)CC1)N2 (stereo not given)	2	6	11	-2	0.1	-12	0.2	6	1.5
O=C(Nc1ccc([N+](=O)[O-])cc1)c1ccc(Cn2cc([N+](=O)[O-])cn2)cc1	46*	46*	48	2	3.6	19	-1.1	-5	0.3
COCC(=O)Nc1ccc(C)c(Cl)c1	-3	2	14	1	-0.1	2	-0.7	-4	0.3
O=C(CSc1nncs1)NCc1ccc2c(c1)OCO2	-2	2	/	2	-0.4	14	0.6	-9	0.2
N#CC1=C(N)C2=CCCC[C@H]2[C@H](c2ccccc2)C1(C#N)C#N	9	8	-13	2	1.1	-2	-1.4	-11	0.0
COc1cccc(CNCCO)c1OCc1ccc(Cl)cc1	1	9	7	-1	-1.3	/	4.2	-7	0.1
O=C(CN(c1ccccc1F)S(=O)(=O)c1ccccc1)NC1CCCCCC1	0	8	26	0	-2.3	-17	0.7	8	-0.3
CC(=O)OCC1=C(C(=O)O)N2C(=O)C(NC(=O)c3ccc(COc4c(C)cccc4Cl)o3)C2SC1 (stereo not given)	-2	4	4	0	0.2	-2	-0.5	-4	0.5
O=C(NCc1n[nH]c(=S)n1-c1cccc(Cl)c1)c1cccs1	2	12	-3	-2	0.7	6	-0.2	-11	0.5

Reprinted at random: two records from the list.
SMILES	Ba/F3 V617F tox	BaF3 tox	CHOP inh	Wee1 degr inh	zfTRPN1 agonist	PPC-1+TRAIL kill	TNF necrop inh	RBBP9 inhibitor	TRPML3 agonist
CCOc1ccccc1OCCCC(=O)NC1CCCc2ccccc21 (stereo not given)	-2	0	9	4	-1.5	18	-0.6	-3	-0.7
Cc1ccc(S(=O)(=O)N2CCC(=O)N(CCOC(=O)Nc3ccc(C)c(C)c3)CC2)cc1	-1	5	16	1	0.8	17	0.6	-7	0.7

Profiles, looked up by structure.
COc1ccc(/C=C2\CCCC(C(=O)C(F)(F)F)=C2O)cc1OC in the list: Ba/F3 V617F tox = -1; BaF3 tox = 3; CHOP inh = -30; Wee1 degr inh = -1; zfTRPN1 agonist = -1.2; PPC-1+TRAIL kill = /; TNF necrop inh = 7.7; RBBP9 inhibitor = -4; TRPML3 agonist = 0.2
O=C(CN(c1ccccc1F)S(=O)(=O)c1ccccc1)NC1CCCCCC1 in the list: Ba/F3 V617F tox = 0; BaF3 tox = 8; CHOP inh = 26; Wee1 degr inh = 0; zfTRPN1 agonist = -2.3; PPC-1+TRAIL kill = -17; TNF necrop inh = 0.7; RBBP9 inhibitor = 8; TRPML3 agonist = -0.3
CSc1cccc(CN2CCN(CCc3ccccc3)C(CCO)C2)c1 (stereo not given) in the list: Ba/F3 V617F tox = 0; BaF3 tox = 1; CHOP inh = 24; Wee1 degr inh = 5; zfTRPN1 agonist = -0.9; PPC-1+TRAIL kill = -8; TNF necrop inh = 1.6; RBBP9 inhibitor = -10; TRPML3 agonist = 1.0
